Screening results from PubChem.
Hsp90 Hop PPI: qHTS Assay for Disrupters of an Hsp90 Co-Chaperone Interaction. Hsp90 C-terminal peptide / TPR2A (Hop) interaction, human. AlphaScreen TPR2A-His6 binding biotin-Hsp90 C-terminal peptide. Potency, µM (series often up to 57 µM), for inactives: at the highest dose activity change, negative = inhibition. hit rate 0.44% among 71,000. AID 595, 2007; active means well fitted curve in either direction with a large enough effect; inconclusive means small, poorly fitted or top-dose-only effect, or another doubt; further: potency means the concentration at half of the fitted maximal effect; on the % scale 0 is the no-effect control and ±100 the full control effect; many of its hits are not listed in these tables
UbGFP stabilizer: Ubiquitin-GFP Assay; Ubiquitin-GFP reporter cells, proteasome inhibition, GFP fluorescence; response scale: untreated = 0%, 10 µM MG-132 = 100%; Potency, µM (highest dose often 45.9 µM), for the others: at the highest dose activation (GFP accumulation), hits mostly activators; 67,000 tested, under 10 active; AID 526, 2006; active means well fitted activation curve with a large enough effect, not every such curve was filed as active; inconclusive means small, poorly fitted or top-dose-only effect, or another doubt; inactive means no such curve, though single readings can be large or run the other way; further: potency means the concentration at half of the fitted maximal effect
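Proteasome blockade was scored as a rise in GFP-expressing U2OS cells carrying a ubiquitin(G76V)-GFP construct, imaged after 4 hr compound treatment at 37 °C across a 46 uM–2.9 nM series.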
USP2a inhib: qHTS Assay for Inhibitors of Ubiquitin-specific Protease USP2a | Ubiquitin carboxyl-terminal hydrolase 2 (Homo sapiens), O75604 | USP2a enzymatic assay, qHTS inhibition | Potency, µM (highest dose often 38.3 µM), without a hit: at the highest dose activity change, negative = inhibition, actives largely listed as inhibitors | hit rate 0.1% among 60,000 | AID 927, 2007;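 further: potency means the concentration at half of the fitted maximal effect; nearly all actives have a fitted effect of over 60% in size; plate controls were DMSO for no effect and NEM full inhibition control for full effect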
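USP2 core (20 nM final) was preincubated with compound for 30 min at RT in 20 mM Tris-HCl pH 8.0, 2 mM CaCl2, 2 mM beta-mercaptoethanol; Ub-PLA2 (20 nM) plus NBD C6-HPC (20 uM) then added, fluorescence read after 2.5 h.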
BRCT inh green: qHTS Assay for Inhibitors of BRCT-Phosphoprotein Interaction (Green Fluorophore); Breast cancer type 1 susceptibility protein (Homo sapiens), P38398; BRCA1 BRCT-phosphopeptide binding, green fluorescence polarization; Potency, µM (highest dose often 76.9 µM), for the others: at the top dose activity change, negative = inhibition, actives largely listed as inhibitors; hit rate 0.05% among 75,000; AID 875, 2007;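 further: potency means the concentration at half of the fitted maximal effect; plate controls were peptide without protein for full effect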
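Fluorescence polarization: His-tagged BRCT (~35 kDa BRCA1 C-terminus, 250 nM) bound to 100 nM fluorescein-labeled phosphorylated 10-aa BACH1 peptide, pH 7.3 phosphate buffer with DTT and Tween 20. Compounds incubated 12 min at room temperature; inhibition read as lowered polarization.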
HADH2 inhib: qHTS Assay for Inhibitors of HADH2 (Hydroxyacyl-Coenzyme A Dehydrogenase, Type II); hit rate 3.4% among 73,000; Potency, µM (series often up to 57.1 µM), without a hit: at the top dose activity change, negative = inhibition, most hits filed as inhibitors; recombinant HADH2, NADH fluorescence, beta-hydroxybutyryl-CoA; further: potency means the concentration at half of the fitted maximal effect; on the % scale 0 is the no-effect control and ±100 the full control effect; nearly all actives have a fitted effect of over 60% in size; many of its hits are not listed in these tables
Target sequence (Q99714 whole entry, looked up, one chain of several): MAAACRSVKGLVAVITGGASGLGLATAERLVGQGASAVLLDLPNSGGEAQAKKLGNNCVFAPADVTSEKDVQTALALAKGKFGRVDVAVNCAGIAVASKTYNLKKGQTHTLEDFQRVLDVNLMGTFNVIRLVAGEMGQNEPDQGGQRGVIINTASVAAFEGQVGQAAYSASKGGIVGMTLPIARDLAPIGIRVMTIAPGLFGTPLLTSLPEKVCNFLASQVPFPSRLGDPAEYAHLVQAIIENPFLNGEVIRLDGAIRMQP
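Read-out: 360 nm excitation, 450 nm emission, kinetic over 4 min. Conditions: His-tagged human HADH2 20 nM, pH 9.0 Tris with Tween-20, 1 mM NAD+, 90 uM beta-hydroxybutyryl-CoA.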
GFP derepression: qHTS Assay for Epigenetic Modulators; mouse C127i GFP locus derepression, cytometry, 30 h; Potency, µM (doses to about 46.1 µM), without a hit: at the highest dose GFP derepression (activation); hit rate 0.09% among 68,000; AID 597, 2007; further: % of control where 0% means no effect
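Murine C127i mammary cells carrying a silenced, stably integrated CMV-driven GFP reporter were treated with compound for 30 hours at 37 C. After PBS washes, GFP-positive cells were counted by laser-scanning microplate cytometry.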
ALOX15 inhib: qHTS Assay for Inhibitors of 15-hLO (15-human lipoxygenase). Polyunsaturated fatty acid lipoxygenase ALOX15 (Homo sapiens), P16050. purified 15hLO-1, xylenol orange hydroperoxide absorbance. Potency, µM (series often up to 57.1 µM), for inactives: at the highest dose activity change, negative = inhibition, actives largely listed as inhibitors. hit rate 1.4% among 74,000; further: potency means the concentration at half of the fitted maximal effect; on the % scale 0 is the no-effect control and ±100 the full control effect; nearly all actives have a fitted effect of over 55% in size
Target sequence (P16050 whole entry, looked up): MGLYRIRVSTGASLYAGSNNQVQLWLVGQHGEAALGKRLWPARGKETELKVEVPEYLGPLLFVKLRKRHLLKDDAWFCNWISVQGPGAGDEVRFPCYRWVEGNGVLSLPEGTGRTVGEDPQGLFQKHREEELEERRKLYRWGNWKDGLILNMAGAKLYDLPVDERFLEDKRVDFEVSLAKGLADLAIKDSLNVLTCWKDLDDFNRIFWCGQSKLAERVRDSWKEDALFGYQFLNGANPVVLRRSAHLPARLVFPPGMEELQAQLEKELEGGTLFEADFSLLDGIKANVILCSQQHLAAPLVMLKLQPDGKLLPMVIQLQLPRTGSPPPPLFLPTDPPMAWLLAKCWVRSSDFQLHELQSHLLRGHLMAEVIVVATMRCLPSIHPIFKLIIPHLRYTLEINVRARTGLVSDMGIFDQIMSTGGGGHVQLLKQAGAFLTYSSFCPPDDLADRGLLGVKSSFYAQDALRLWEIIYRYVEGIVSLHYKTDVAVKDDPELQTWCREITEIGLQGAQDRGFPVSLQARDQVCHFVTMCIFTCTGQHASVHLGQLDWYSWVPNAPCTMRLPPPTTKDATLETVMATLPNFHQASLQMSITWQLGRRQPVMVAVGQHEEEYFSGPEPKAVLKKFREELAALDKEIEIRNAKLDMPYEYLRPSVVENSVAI
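Inhibition is scored from a chromogenic endpoint. After 15 min enzyme-compound contact, arachidonic acid (50 uM final) reacts 6 min with 40 nM 15hLO-1 at room temperature, then Fe-XO reagent is added for 30 min and absorbance ratio recorded.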
HBB splicing: qHTS Assay for Modulators of Hemoglobin Beta Chain Splicing. HBB splicing reporter cell assay, activation; EGFP reporter with mutant IVS2-654 intron; response scale: normalised to 500 nM splice-correcting PNA. hit rate 0.06% among 65,000. Potency, µM (doses to about 46.1 µM), for the others: at the highest dose activation, usual class: activators; further: potency means the concentration at half of the fitted maximal effect; 0% is about no effect
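Compounds were applied for 2 days to HeLa EGFP-654 cells, 500/well in Optimem with 2% FCS. The reporter's EGFP is disrupted by mis-splicing of beta-globin intron IVS2-654. Readout: summed well GFP fluorescence from 488 nm laser scanning; reference was 500 nM antisense […] 654 PNA.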
BRCT PPI red: qHTS Assay for Inhibitors of BRCT-Phosphoprotein Interaction (Red Fluorophore). Potency, µM (top dose mostly 76.9 µM), for the others: at the top dose activity change, negative = inhibition, usual class: inhibitors. hit rate 0.03% among 75,000. Breast cancer type 1 susceptibility protein (Homo sapiens), P38398. AID 892, 2007. BRCT-phosphopeptide binding, red fluorescence polarization; further: on the % scale 0 is the no-effect control and ±100 the full control effect
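Fluorescence polarization: 100 nM His-tagged BRCA1 BRCT with 100 nM TAMRA-labelled phospho-BACH1 decapeptide, phosphate buffer pH 7.3 with 150 mM NaCl, DTT, 0.01% Tween 20; 12 min RT. Binding inhibition seen as FP decrease.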
Pol III holo inh: qHTS Assay for Inhibitors of DNA Polymerase III Holoenzyme System | reconstituted DNA polymerase III holoenzyme replication, biochemical | hit rate 0.25% among 71,000 | Potency, µM (doses to about 57.1 µM), for the others: top-dose activity change, negative = inhibition; further: potency means the concentration at half of the fitted maximal effect; on the % scale 0 is the no-effect control and ±100 the full control effect
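Reconstituted *E. coli* holoenzyme (0.35 nM Pol III, 1 nM beta, 154 nM SSB, 2 nM primase) was preincubated with compound for 15 min at RT. Synthesis on 1.4 nM ssM13Gori ran 35 min, then was stopped with PicoGreen/EDTA and read as dsDNA fluorescence.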
CRE-bla Fsk: Cell signaling CRE-BLA (Fsk stim); hit rate 2.5% among 71,000; CHO CRE-bla reporter (cAMP response element driving beta-lactamase), forskolin EC10, beta-lactamase ratio; Potency, µM (highest dose often 38.2 µM), for inactives: at the highest dose activity change, negative = inhibition, actives largely listed as activators; active means well fitted activation curve with a large enough effect in the signal ratio, with a control signal flat, not every such curve was filed as active; inconclusive means small, poorly fitted or top-dose-only effect, or effect the other way, or a change in a side signal; the % refers to the signal ratio; further: potency means the concentration at half of the fitted maximal effect; % of control where 0% means no effect
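Modulation of forskolin signalling: compounds in titration series added with EC10 NKH 477 to CHO cells carrying a CRE-driven beta-lactamase reporter, 3 h, 37C. CCF4 FRET ratio (460/530 nm, ex 405 nm) gives %activity and AC50.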
Starred values were filed as active, the others as inactive; ? = inconclusive; nt = not tested or not shown; [ ] = remark or other dose. Unless noted, the call rests on the fitted dose curve; in most records, active means well fitted curve in the direction sought with a large enough effect; inconclusive means small, poorly fitted or top-dose-only effect, or another doubt; inactive means no such curve, though single readings can be large; an effect the other way counts as inactive or inconclusive. An excerpt; the hit share may differ from the screen's.

Results follow in this order: Hsp90 Hop PPI	UbGFP stabilizer	USP2a inhib	BRCT inh green	HADH2 inhib	GFP derepression	ALOX15 inhib	HBB splicing	BRCT PPI red	Pol III holo inh	CRE-bla Fsk
> CCOC(=O)CNc1c(-c2ccc(Cl)cc2)nc2cnccn12
→ -4%	-5%	13%	-4.3%	98%[activator]	3%	-26%	-2.9%	-1.4%	2%	?
> COc1ccc(COC(=O)N/N=C2/C[C@@H](O)[C@@H](O)[C@@H]3[C@@H]4C(=O)N(C5CCCCC5)C(=O)[C@H]4CC[C@@H]23)cc1
→ nt	nt	nt	-2.4%[15.4 µM]	12%[11.4 µM]	nt	3%[11.4 µM]	0.5%[9.22 µM]	1.3%[15.4 µM]	nt	nt
> CCOc1ccc(-c2nc(=S)[nH][nH]2)cc1
→ 1%	-2%	-9%	-2.7%	-20%	4%	25µM*	-1.2%	1.8%	6%	-6%
> N#Cc1cccc(-c2cncnc2NCc2ccccc2)c1
→ -1%	-2%	20%	-2.9%	3%	2%[9.22 µM]	10%	0.4%	1.7%	9%	5%
> COc1ccccc1C(=O)NCc1ccncc1
→ -6%	-5%	-7%	-0.3%	7%	2%	14%	-3.7%[57.5 µM]	0.9%	-11%	6%
> COCc1nnc(N)s1
→ 2%	nt	3%	-1.0%	11%	0%	9%	-2.3%[0.369 µM]	0.6%	17%	-3%
> C/C(=C\c1ccco1)C1C(C#N)=C(N)OC2=C1C(=O)CC(C)(C)C2 (configuration not stated)
→ -7%	5%	13%	1.2%	1%	-6%	-28%	-0.6%	-0.5%	-3%	-13%
> O=C(COc1ncnc2sccc12)N1CCc2ccccc2C1
→ -3%	9%	12%	-0.5%	3%	-2%	-2%	-0.4%	-0.7%	-3%	-12%
> CC(C)(C)c1ccc(-c2cc(N)n[nH]2)cc1
→ -17%	-7%	nt	1.4%	7%	nt	14%	-0.2%	1.8%	-13%	-8%
> Cc1cc(S(=O)(=O)NCC(C)C)ccc1OCC(=O)N1CCOCC1
→ -6%	0%	7%	0.4%	10%	9%	0%	2.1%	-0.9%	-2%	-9%
> c1ccc2cc(-c3cc(-c4cc(-c5ccc6ccccc6c5)on4)no3)ccc2c1
→ -2%[11 µM]	-7%[9.17 µM]	nt	-4.8%[15.4 µM]	0%[11.4 µM]	2%[9.22 µM]	-16%[11.4 µM]	3.3%[9.22 µM]	-0.9%[15.4 µM]	-1%[11.4 µM]	-7%[7.6 µM]
> CC(=O)C1=C(O)C(=O)N(CCc2c[nH]c3ccccc23)C1c1ccco1 (configuration not stated)
→ -9%	-4%	-8%	-1.0%	?	-2%	?	-0.2%	-0.7%	-6%	?
> COC(=O)COc1ccc(S(=O)(=O)NCc2cccnc2)cc1C
→ -5%	0%	3%	-3.0%	-1%	0%	-3%	2.7%	-1.9%	-1%	?
> COc1ccc(-c2nc(CS(=O)CC(=O)NCc3ccco3)c(C)o2)cc1OC (configuration not stated)
→ -3%[2.3 µM]	2%	nt	1.8%	-27%	nt	-2%	-0.4%	-0.3%	0%	22%
> Cc1cc(C(F)(F)F)n2ncc(-c3ccccc3)c2n1
→ -11%	-5%	1%	0.0%	?	0%	-4%	-0.6%	1.0%	1%	?
> Cc1cc(=O)[nH]c(N2CCN(C(c3ccccc3)c3ccccc3)CC2)n1
→ -9%	3%	16%	0.9%	3%	8%	-17%	-0.2%	-1.5%	0%	?
> CCOC(=O)C1CCN(C(=O)Nc2ccc(OC)c(OC)c2)CC1
→ -7%	1%	0%	1.8%	4%	0%	7%	1.1%	0.5%	-4%	2%
> CN1CCc2c(sc3c2C(=O)NC(c2ccco2)N3)C1 (configuration not stated)
→ -25%	-1%	9%	11%	25µM*	-4%	?	3.4%[1.84 µM]	-4.7%	-8%	13µM*
> CCn1cc(C(=O)N2CCCCC2)c(=O)c2cc(S(=O)(=O)N3CCC(C)CC3)ccc21
→ -4%	-11%	14%	2.5%	2%	-2%	-2%	-2.5%[1.84 µM]	0.7%	-2%	2%
> Cc1ccc(-n2c(=O)[nH]c3c(C(N)=O)nc(-c4ccc(C)o4)nc32)cc1
→ ?	-5%	34%[activator]	1.3%	-65%	2%	?	-0.2%	0.9%	?	14%
> COC(=O)c1c(NC(=O)CN2CCN(c3ccccc3)CC2)c2c(C)cccc2n1C
→ -10%	3%	24%	-2.2%	-4%	-3%	1%	10%[0.369 µM]	-3.3%	0%	-7%
> Cc1cc(C(=O)Nc2ccc(S(=O)(=O)Nc3onc(C)c3C)cc2)c(C)o1
→ -9%	2%	-4%	-0.8%	-11%	3%	6%	2.0%	0.3%	-7%	1%
> c1ccc2oc(-c3nn4c(Cn5cnc6ccccc65)nnc4s3)cc2c1
→ ?	10%	16%	-0.8%	32µM*	-3%	7%	1.0%	-0.9%	8%	?
> Cc1c(C#N)c2ccccc2n1CC(=O)NCC1CCCO1 (configuration not stated)
→ -7%[11 µM]	2%[9.17 µM]	1%[7.66 µM]	1.3%	4%[11.4 µM]	-2%	11%[11.4 µM]	-2.1%[0.0738 µM]	0.0%	-2%[11.4 µM]	6%[7.6 µM]
> CC(=O)c1c(C)nn(C(=O)c2cccs2)c1C
→ -8%	-1%	nt	-0.1%	?	nt	1%	0.2%	-1.9%	-2%	?
> Cc1cc(C)nc(SCCC(=O)N2CCOCC2)n1
→ -6%	3%	-7%	-0.5%	?	-2%	-15%	-3.0%	1.3%	-5%	-5%
> CCOc1cccc(C2C(C#N)=C(N)Oc3cc(C)n(Cc4ccccn4)c(=O)c32)c1OCC (configuration not stated)
→ -4%	-4%	13%	-0.2%	4%	0%	14%	1.2%[0.369 µM]	-0.7%	-4%	0%
> COCCNC(=O)c1c[nH]c2cc(OC)c(OC)cc2c1=O
→ -5%	-4%	-3%	-0.5%	7%	-2%	-2%	0.3%	-4.8%	1%	26%
> COc1cccc(NC(=O)c2ccncc2)c1
→ -1%	17%	0%	-1.4%	7%	-2%	-8%	-1.4%[9.22 µM]	2.1%	-2%	6%
> Cc1nccn1-c1ncnc2sc3c(c12)CCCC3
→ -4%[11 µM]	9%[9.17 µM]	0%[7.66 µM]	-5.2%	0%[11.4 µM]	-2%	3%[11.4 µM]	-3.6%[0.0738 µM]	-0.8%	-6%[11.4 µM]	17%[7.6 µM]
> O=C1c2oc3ccccc3c(=O)c2C(c2cccc(O)c2)N1CCCN1CCOCC1 (configuration not stated)
→ -1%	-2%	nt	-1.1%	7%	nt	-9%	-0.1%	-2.0%	-15%	-8%
> Cc1ccc(OC(C)c2nnc(N)s2)cc1Cl (configuration not stated)
→ -2%	-1%	0%	-1.2%	5%	0%	-9%	0.0%	-0.6%	-1%	-4%
> C=CCOc1c(Br)cc(CNn2nnnc2N)cc1OC
→ -4%	5%	5%	-0.4%	9%	0%	4%	-0.5%	-0.8%	-3%	-8%
> CCOC(=O)NC(=O)CSc1nc(C)cc(C(F)(F)F)c1C#N
→ -1%	0%	19%	10%	-15%	0%	3%	nt	0.1%	-7%	-2%
> CC(C)C(c1nnnn1CCc1ccccc1)N1CCN(C(=O)c2ccco2)CC1 (configuration not stated)
→ -2%	-5%	9%	1.2%	-5%	2%	5%	0.1%[57.5 µM]	-1.5%	-5%	3%
> Nn1cnnc1SC1CCCCC1NS(=O)(=O)c1ccccc1 (configuration not stated)
→ -3%	5%	5%	-1.1%	1%	0%	-5%	-1.4%	-0.1%	3%	-4%
